OX1R antagonist – OX1R (HCRTR1) antagonists, primary screen, fluorescence, CHO/OX1R cells, Fluo-8 calcium, orexin A; inhibition, % at 5 µM; Fluo-8 calcium fluorescence; Orexin/Hypocretin receptor type 1 (Homo sapiens), O43613; AID 434989, 2010; 330,000 compounds, 0.43% hits;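 active = inhibition above its plate's threshold, mean inhibition of all tested compounds on the plate plus 3 SD, cut at about 37% in these data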;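 note: 0% = orexin A challenge wells and 100% = SB-334867-A antagonist wells; not every result past the cut was called active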
Target sequence (O43613 whole entry, looked up): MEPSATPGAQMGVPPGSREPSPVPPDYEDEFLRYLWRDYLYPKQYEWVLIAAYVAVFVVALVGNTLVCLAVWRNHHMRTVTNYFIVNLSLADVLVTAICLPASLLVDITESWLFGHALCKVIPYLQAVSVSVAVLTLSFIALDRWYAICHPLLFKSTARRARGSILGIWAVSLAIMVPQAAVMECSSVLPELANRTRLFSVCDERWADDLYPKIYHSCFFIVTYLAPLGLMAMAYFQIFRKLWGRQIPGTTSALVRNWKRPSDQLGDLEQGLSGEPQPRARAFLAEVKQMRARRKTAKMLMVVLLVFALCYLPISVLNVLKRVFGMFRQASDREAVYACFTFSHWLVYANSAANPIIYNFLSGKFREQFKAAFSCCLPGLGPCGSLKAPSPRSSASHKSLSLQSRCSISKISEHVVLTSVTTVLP
CHT PAM – CHT positive allosteric modulators, primary screen, cell-based, membrane potential dye, choline EC20. High affinity choline transporter 1 (Homo sapiens), Q9GZV3. CHT-expressing cells; active compounds read high; LV-AA mutant CHT in HEK293 cells. B-score at 10 µM. 310,000 compounds, 0.49% hits;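 active = initial fluorescence not abnormally high and integrated response B-score, plate-corrected, over 3 SD above library mean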
Target sequence (Q9GZV3 whole entry, looked up): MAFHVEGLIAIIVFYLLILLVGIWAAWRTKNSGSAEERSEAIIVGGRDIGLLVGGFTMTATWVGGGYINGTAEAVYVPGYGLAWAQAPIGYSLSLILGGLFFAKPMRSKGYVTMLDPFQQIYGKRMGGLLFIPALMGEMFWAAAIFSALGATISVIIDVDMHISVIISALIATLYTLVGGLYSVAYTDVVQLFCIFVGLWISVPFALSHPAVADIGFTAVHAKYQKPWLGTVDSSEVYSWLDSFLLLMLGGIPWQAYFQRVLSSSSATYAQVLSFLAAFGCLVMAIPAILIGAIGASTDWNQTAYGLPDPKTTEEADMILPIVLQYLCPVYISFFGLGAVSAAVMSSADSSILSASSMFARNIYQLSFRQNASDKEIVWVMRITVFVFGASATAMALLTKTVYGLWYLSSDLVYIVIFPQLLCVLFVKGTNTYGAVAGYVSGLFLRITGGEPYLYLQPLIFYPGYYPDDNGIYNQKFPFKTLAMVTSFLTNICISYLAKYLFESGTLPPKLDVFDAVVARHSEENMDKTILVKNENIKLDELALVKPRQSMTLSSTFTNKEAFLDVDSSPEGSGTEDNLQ
The depositor's hits bear a star; i = inactive; . = no result given.

SMILES | OX1R antagonist | CHT PAM
O=C(NC(C(=O)N/N=C/c1cc([N+](=O)[O-])ccc1O)c1n[nH]c(=O)c2ccccc12)c1ccccc1 (configuration not stated) | -13 | i
N#Cc1nc(COc2ccc(Br)cc2)oc1NCCCn1ccnc1 | -4 | i
O=c1cc(NC2CCCCC2)[nH]c(=O)[nH]1 | -2 | i
CCn1cc(C(=O)N2CCN(C(=O)c3ccco3)CC2)c2cc(OC)c(OC)cc2c1=O | -7 | i
OC1C=CSc2nc3ccccc3n21 (configuration not stated) | -12 | i
COC(CNC(=O)[C@H](CSCc1ccccc1)N1Cc2ccccc2C1=O)OC | -26 | i
COc1cc(/C=C/C(=O)OCC(=O)c2ccccc2)cc(OC)c1OC | -22 | .
COc1ccc(CCN2C(=O)C(Oc3ccccc3C)C2c2ccc3c(c2)OCO3)cc1OC (configuration not stated) | -25 | i
O=C(NCCc1ccccc1)c1cccnc1N1CCCCCC1 | -18 | i
CC(C)CNC(=O)c1cccc(NC(=O)c2ccc(Cl)c([N+](=O)[O-])c2)c1 | -16 | i
CC(=O)c1cccc(NC(=O)COC(=O)c2ccc3c(c2)OCO3)c1 | -1 | .
CCCc1nnc(-c2ccc(OC)cc2)o1 | -6 | i

Reprinted from the part before: seven entries, then new ones.
SMILES | OX1R antagonist | CHT PAM
COC(CNC(=O)[C@H](CSCc1ccccc1)N1Cc2ccccc2C1=O)OC | -26 | i
COc1cc(/C=C/C(=O)OCC(=O)c2ccccc2)cc(OC)c1OC | -22 | .
COc1ccc(CCN2C(=O)C(Oc3ccccc3C)C2c2ccc3c(c2)OCO3)cc1OC (configuration not stated) | -25 | i
O=C(NCCc1ccccc1)c1cccnc1N1CCCCCC1 | -18 | i
CC(C)CNC(=O)c1cccc(NC(=O)c2ccc(Cl)c([N+](=O)[O-])c2)c1 | -16 | i
CC(=O)c1cccc(NC(=O)COC(=O)c2ccc3c(c2)OCO3)c1 | -1 | .
CCCc1nnc(-c2ccc(OC)cc2)o1 | -6 | i
CCn1nnnc1SCC(=O)NC1Cc2ccccc2C1 | -6 | i
C[C@H](CO)N1C[C@H](C)[C@@H](CN(C)Cc2ccccc2)Oc2c(NC(=O)C3CC3)cccc2C1=O | -43 | .
Cc1nn(C(C)(C)C)c(OC(=O)c2cccs2)c1S(=O)(=O)c1ccccc1 | -26 | i
O=C(O)CC(Cn1cnnn1)c1ccccc1 (configuration not stated) | -1 | i
O=C(CSc1nnc(-c2ccco2)n1Cc1ccccc1)NCc1ccccc1 | -25 | i
COC(=O)C1(C(=O)OC)NOC2C(=O)N(N(C)c3ncc(C(F)(F)F)cc3Cl)C(=O)C21 (configuration not stated) | -14 | i
CC(C)Cn1c(SCc2nnc(-c3cccs3)o2)nc(O)cc1=O | -11 | i
O=C(CCc1nnc2ccc(NCc3ccco3)nn12)Nc1ccc(F)cc1F | -17 | i
Cc1nn(-c2ccccc2)c(Cl)c1C(=O)NNC(=O)c1ccccc1O | -23 | .
CN1C[C@@H]2C(c3ccc(Cl)nc3)C3(c4ccc(C#N)cc4)CC2(C3)[C@H]1c1ccccc1 (some centres not stated) | -19 | i
C[C@]1(C(=O)O)Cc2oncc2C[C@@H]1C(=O)O | 1 | i
O=C(CCS(=O)(=O)c1ccc(Cl)cc1)NC1CCCC1 | 6 | .
Nc1ccccc1SCc1ccccc1Cl | -2 | i
CCOc1c(C)cnc2c1c(=O)n(CC(=O)NCC1CCCO1)c(=O)n2C (configuration not stated) | -9 | i
C#CC(CC)(CC)NC(=S)Nc1cccc(C(C)=O)c1 | -39 | i
COc1ccc(CCC(=O)Nc2cc(S(C)(=O)=O)ccc2Cl)cc1 | -18 | i
C=CCN1C(=O)/C(=C/c2ccccc2)S/C1=N/c1nccs1 | -21 | i
Cc1ccc(OCC(=O)N2CCN(S(C)(=O)=O)CC2)cc1 | -16 | i
Cc1nc(C(=O)NC2CC2)sc1C1(C)CC(c2ccccc2)=NO1 (configuration not stated) | -37 | i
COc1ccc(C2NC(=O)c3ccccc3O2)cc1 (configuration not stated) | -13 | i
COC(=O)C1=CN(CC2CCCO2)C=C(C(=O)OC)C1c1ccsc1 (configuration not stated) | -21 | i
C=CCOc1ccc2c(c1)c(S(=O)(=O)c1ccc(C)cc1)cn2COC | -18 | i
COC(=O)C1CCN(C(=O)c2ccc(SC)cc2OC)CC1 | -21 | i
O=C(Nc1nccs1)c1ccc(Cl)cc1[N+](=O)[O-] | -25 | i
CC(C)C[C@H]1CN=C(N(C)C)N1CC1CCCC1 | -4 | i
Cc1ccc(-n2[nH]c(C)c(/C=N/NC(=O)c3ccc(O)cc3O)c2=O)cc1 | -5 | i
Cc1cccc(N2CCN(Cc3nc(-c4cccc(Oc5ccccc5)c4)oc3C)CC2)n1 | -32 | i
Cc1cc[n+](CC[n+]2ccc(C)cc2)cc1 | -14 | i
CCN(CC)c1ccc(CNCc2cccs2)cc1 | -13 | i
Cc1ccc(C(=O)N/C(=C\c2cccs2)C(=O)NC2CCCCC2)cc1 | -2 | i
CN1CCN(C(=O)c2ccccc2NC(=O)COc2ccccc2Cl)CC1 | -27 | i
Cc1cc(C)n(CC2CC(=O)N(c3ccc(C)c(Cl)c3)C2=O)n1 (configuration not stated) | -16 | i
CC1CCN(C(=O)Cn2c3ccc(F)cc3c3nc4n(c(=O)c32)CCCS4)CC1 | -22 | i
COc1cc(C(=O)Nc2ccc(S(=O)(=O)Nc3ncccn3)cc2)c([N+](=O)[O-])cc1OC | 0 | i
COCc1[nH][nH]c(=O)c1C=Nc1ccc(C(F)(F)F)cc1 | -8 | i
CC(C)n1c(SCC(=O)N2CCCC2)nc2c1c(=O)n(C)c(=O)n2C | -34 | i

3 entries already listed, sorted by the number in OX1R antagonist, ascending.
smiles	OX1R antagonist
CC(C)n1c(SCC(=O)N2CCCC2)nc2c1c(=O)n(C)c(=O)n2C	-34
CN1CCN(C(=O)c2ccccc2NC(=O)COc2ccccc2Cl)CC1	-27
COc1cc(C(=O)Nc2ccc(S(=O)(=O)Nc3ncccn3)cc2)c([N+](=O)[O-])cc1OC	0

In the list so far, 3 have two or more sulfur atoms.
SMILES | OX1R antagonist | CHT PAM
Cc1nn(C(C)(C)C)c(OC(=O)c2cccs2)c1S(=O)(=O)c1ccccc1 | -26 | i
CC(C)Cn1c(SCc2nnc(-c3cccs3)o2)nc(O)cc1=O | -11 | i
C=CCN1C(=O)/C(=C/c2ccccc2)S/C1=N/c1nccs1 | -21 | i

(cont.)
SMILES | OX1R antagonist | CHT PAM
CC1CC(NC(=O)c2cc3c(=O)n4ccccc4nc3n2C)CC(C)(C)C1 (configuration not stated) | -26 | i
CCOc1ccc(C2C(C(=O)O)c3ccccc3C(=O)N2CCN2CCOCC2)cc1 (configuration not stated) | 5 | i
COc1ccc(CCNC(=O)c2ccc(CNS(=O)(=O)c3cc(C)ccc3C)cc2)cc1OC | -3 | i
O=C(NCC(c1ccco1)N1CCc2ccccc21)C(=O)Nc1ccccc1F (configuration not stated) | -30 | i
CCN(C(=O)c1cc2cc(OC)ccc2oc1=O)c1ccccc1 | -14 | i
O=C(COc1cc(Cl)ccc1Cl)Nc1nnc(C2CC2)s1 | -7 | i
COc1cc(C(=O)NCCc2cn3ccc(C)cc3n2)cc(OC)c1OC | -14 | i
O=C(NCCOc1ccccc1)c1ccccc1SCC(=O)N1CCCC1 | -20 | .
CCOc1ccccc1OCCCC(=O)N1CCN(S(=O)(=O)c2cccc(F)c2)CC1 | -37 | i
O=C(COC(=O)CCc1nc2ccccc2c(=O)[nH]1)NC(c1ccccc1)c1ccccc1 | -19 | i
Cc1ccc2nc(C)c3c(c2c1)N(c1ccc(F)cc1)CC3 | -7 | i
C=CCn1c(SCC(=O)N(CC)CC)nc(O)cc1=O | -12 | i
CCOC(=O)CCCCC(=O)c1[nH]c(=O)[nH]c1CSCCO | -11 | i
COc1ccc(/C=N/NC(=O)c2sc3nc(C)cc(C)c3c2N)cc1 | -8 | i
Cc1cc(C)nc(N/N=C/c2ccccc2)n1 | -8 | i
Cc1ccc(SCC(=O)NC(=O)Nc2ccc3c(c2)OCCO3)c(C)c1 | -3 | i
CC(=O)c1ccc(NC(=O)C2CC(=O)N(C(C)C)C2)cc1 (configuration not stated) | -12 | i
Cn1c(=O)[nH]c(=O)c2c1nc1n2CC(COc2ccc3ccccc3c2)O1 (configuration not stated) | -24 | i
COc1ccc(N2CCN(CC(=O)NC(=O)NCc3ccco3)CC2)cc1 | -14 | i
COCCNC(=O)c1c[nH]c2cc(OC)c(OC)cc2c1=O | -4 | i
O=C(NCCCN1CCN(c2ccc(F)cc2)CC1)Nc1ccc([N+](=O)[O-])cc1 | -10 | i
O=C(c1ccc2c(c1)OCCCO2)c1cccs1 | -17 | i
O=C(CSc1nnc(-c2ccc(F)cc2)n1CC1CCCO1)NCc1ccco1 (configuration not stated) | -17 | i
Cc1nc(NC(=S)NC(=O)COc2ccccc2Cl)ccc1Br | -18 | i

Ordered by molar mass (lowest first): three of the compounds above
SMILES | OX1R antagonist | CHT PAM
Cc1ccc2nc(C)c3c(c2c1)N(c1ccc(F)cc1)CC3 | -7 | i
CCOc1c(C)cnc2c1c(=O)n(CC(=O)NCC1CCCO1)c(=O)n2C (configuration not stated) | -9 | i
CN1CCN(C(=O)c2ccccc2NC(=O)COc2ccccc2Cl)CC1 | -27 | i

Going on with the list:
SMILES | OX1R antagonist | CHT PAM
Cc1ccc(S(=O)(=O)N2C[C@@H]3[C@H]4CC[C@H](C4)[C@@H]3[C@@H](C)[C@H]2C#N)cc1 | 17 | .
CCOC(=O)c1nc(C)sc1-c1ccnn1S(=O)(=O)c1ccccc1C(F)(F)F | -32 | i
Cc1ccc(Cn2nc(C)c(NC(=O)c3nn(C)cc3Cl)c2C)cc1 | -19 | i
Cc1nnc(SCc2cc(=O)n3[nH]cnc3n2)s1 | -5 | i
CCCCc1nc2ccccc2c(N)c1CCC (tested in a mixture with another compound) | -5 | i
CCOC(=O)CSc1nc(N)nc(C)c1Br | -22 | i
Cc1cc(N2CC(C(=O)NCc3cccs3)CC2=O)ccc1C(C)C (configuration not stated) | -9 | i
Cc1ccc(-c2ccc(S(=O)(=O)N3CCN(C)CC3)cc2)cc1 | -31 | i
OCCCn1c(C2CCCN2c2nc(-c3ccc(F)cc3)cs2)nc2cc(C(F)(F)F)ccc21 (configuration not stated) | -28 | i
O=C(O)c1ccccc1NC(=O)C1C2C=CC(C2)C1C(=O)O (configuration not stated) | -8 | i
Cc1ccc(C(=O)Nc2nc(=O)n(C(=O)c3ccccc3C)s2)cc1 | 0 | i
CC(=O)Nc1ccc(C)c([N+](=O)[O-])c1 | -7 | i
COc1ccc(NC(=O)/C=C/c2ccccc2)cn1 | 9 | i
Cc1nc(SCC(=O)N2CCOCC2)c2ccsc2n1 | -21 | i
O=C(c1c(F)cccc1F)N1CCCC(c2nc(-c3cccs3)no2)C1 (configuration not stated) | -26 | i
COc1ccc(C(=O)Sc2ccc(Cl)cc2)cc1OC | -19 | i
O=C(CN1CCOCC1)Nc1ncc(Cc2cccc3ccccc23)s1 | -16 | i
CC(=O)CC(=O)Nc1ccc(Nc2ccccc2)cc1 | -7 | i
CCC(C)N(CCNC(=O)CC1Oc2ccc(C)cc2NC1=O)C1CCCCC1 (configuration not stated) | -21 | i
Cn1c(C(=O)O)c(CC(=O)Nc2ccccc2F)c2ccccc21 | -7 | i
CCc1ccc2c(c1)C(c1ccc([N+](=O)[O-])cc1)=NNC(c1ccccc1)=N2 | -19 | i
Cc1nc2ccc(S(=O)(=O)Nc3cccc(-c4nc5cccnc5s4)c3C)cc2s1 | -10 | i
COC(=O)CSc1nnc(CCc2ccccc2)n1C | -9 | i
Cc1cc(C)n(-c2ccc(C(=O)OCc3ccccc3)cc2)n1 | -20 | i
COc1cccc(NC(=O)CN(C)S(=O)(=O)c2ccc3[nH]c(=O)oc3c2)c1 | -5 | i
CC1CCN(Cc2nnc(-c3cccc(Br)c3)o2)CC1 | -23 | i
O=C(Cn1cnc2ccccc21)N/N=C/c1ccccc1[N+](=O)[O-] | -8 | i
CC(=O)Nc1ccc(C(=O)Nc2ccncc2)cc1 | -12 | i
COc1ccc(/C=N/n2c(C)cc(C)cc2=O)cc1 | -18 | i
COc1ccc(OCC(=O)N/N=C/c2ccc(N(C)C)cc2)cc1 | -29 | i
COc1c(C)cc(C(=O)C2CCCN(C(=O)c3snnc3C)C2)cc1C (configuration not stated) | -11 | i
Cc1cc(C)c2nc(N3CCCC(C(=O)NCCN4CCOCC4)C3)sc2c1 (configuration not stated) | -38 | i
COc1ccc(NC(=O)CN(C)C(=O)c2c(C)nn(Cc3ccccc3)c2C)cc1 | -17 | i
COc1ccc(C(=O)N2CCC(C(=O)Nc3ccccc3C)CC2)cc1OC | -6 | i
CC(NC(=O)Cc1ccc([N+](=O)[O-])cc1)c1ccc2c(c1)OCO2 (configuration not stated) | -7 | i
CSc1ccccc1OCc1cc(C(=O)N(C)Cc2ccc3nsnc3c2)no1 | -21 | i
CCN(C[C@H]1N[C@@](C)(C(=O)OC)[C@H]2C(=O)N(Cc3ccccc3)C(=O)[C@@H]12)S(=O)(=O)c1ccc(OC)cc1 | -17 | .
O=C(O)/C=C/C(=O)Nc1ccccc1SC(F)(F)F | 9 | i
COc1ccc(OC)c(/C=N/N=C(\N)c2nonc2N)c1 | -12 | i
CC1=NN(c2ccc(Cl)cc2)C(=O)C1C(c1ccccc1O)c1c(C)[nH]n(-c2ccc(Cl)cc2)c1=O (configuration not stated) | 1 | i
CCCc1c(C(=O)N/N=C/c2ccccc2C(F)(F)F)nnn1-c1nonc1N | -6 | i
COCc1nnc(NC(=O)c2ccc(S(=O)(=O)N3CCCC3)cc2)o1 | -20 | i
COc1ccc(OCC(O)CNC(=O)/C=C/c2cccc([N+](=O)[O-])c2)cc1 (configuration not stated) | -1 | i
COc1cc(C2N(C)CCC3(OCCO3)C2(C)C)cc(OC)c1OC (configuration not stated) | -24 | i
COc1ccc(NC(=O)CC2CCCC2)cc1OC | -7 | i

Screening results deposited in PubChem by several laboratories.
